Platelet DG rel: modulates dense granule release in human platelets | human platelet-rich plasma, SFLLRN dense granule ATP release, luminescence | inhibition, %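 (compounds screened at 7.5 µM in platelet-rich plasma)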 | 0.22% of 300,000 active;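 active means mean replicate score, as percent of positive control, at or above 50; inconclusive means mean below 50 but at least one replicate at or above 50; inactive means mean and every replicate below 50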
HDAC3 inhib: human HDAC3 inhibition; O15379; recombinant HDAC3, fluorogenic peptide/trypsin coupled, fluorescence; inhibition, % at 8.3 µM; 0.15% of 320,000 active; in the data active means inhibition above about 26%, passing the limit was not always enough; inconclusive means no clear call, values can overlap the other calls
Target sequence (O15379 whole entry, looked up): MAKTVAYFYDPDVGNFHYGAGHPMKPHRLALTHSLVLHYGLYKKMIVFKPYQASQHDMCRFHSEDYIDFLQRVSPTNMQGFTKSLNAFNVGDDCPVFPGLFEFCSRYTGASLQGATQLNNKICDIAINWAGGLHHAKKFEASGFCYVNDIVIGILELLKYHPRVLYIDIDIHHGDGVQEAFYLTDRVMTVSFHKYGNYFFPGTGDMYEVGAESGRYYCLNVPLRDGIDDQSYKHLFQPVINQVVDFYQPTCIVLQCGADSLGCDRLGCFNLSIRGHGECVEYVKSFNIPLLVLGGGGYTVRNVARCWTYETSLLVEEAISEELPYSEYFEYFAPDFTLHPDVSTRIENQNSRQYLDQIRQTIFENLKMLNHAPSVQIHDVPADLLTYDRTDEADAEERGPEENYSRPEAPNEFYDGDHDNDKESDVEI
DYRK1A inh: blocks rat Dyrk1A kinase activity; inhibition, % at 12.5 µM; ADP-Glo luminescence, NFATc1 peptide; 0.43% of 310,000 active; in the data active means inhibition above about 50%;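 further: plate controls were vehicle with enzyme for no effect and no enzyme for full effect; many of its hits are not listed in these tables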
GSK3A inh: human GSK-3 alpha kinase inhibition | P49840 | inhibition, % at 10 µM | AID 2650 | ADP-Glo luminescence, 60 min | 0.1% of 320,000 active;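 in the data active means inhibition above about 50%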;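 further: GST-tagged GSK-3 alpha with peptide substrate and 25 µM ATP; 0% = DMSO neutral wells and 100% = GW8510 positive control wells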
PolyA inh: blocks polyadenylation in yeast reporter cells; calls only at 12 µM; 0.02% of 300,000 active; S. cerevisiae SKY197-pL101 polyadenylation reporter, beta-gal luminescence; efflux-impaired pdr1/pdr3 knockout yeast; score 100 = 6 SD above DMSO; AID 1875;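 active means lowest replicate activity score at least 50, where 100 means six control SD above control mean; inconclusive means lowest score under 50 but half or more replicates reach 50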;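 further: yeast exposed to compound for 9 h at 30 °C; higher score means more reporter readthrough which indicates perturbed polyadenylation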
HSF1 activator: increases HSF-1 driven luciferase reporter signal; NIH3T3-HGL HSF-1 luciferase reporter, MG132, 8 h; 100% = twice DMSO control signal; activation, % at 9 µM; 1.7% of 300,000 active;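 active means mean replicate activation of at least 50% with a set share of replicates each reaching 50%; inconclusive means only one of those two conditions met; inactive means mean below 50% and too few replicates reaching it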;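 further: 0% = median of the neutral control wells and 100% = twice that signal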
AI-2 QS modul: modulates the Vibrio harveyi AI-2 quorum sensing system. Vibrio harveyi JMH597 AI-2 luminescence/OD600 ratio, 9 h; hits give low values; strain lacks LuxN and CqsS sensors; 0 = neutral-control median. 0.4% of 300,000 active. AID 2094. activity change, % at 7.5 µM; in the data active means activity change below about -75%, passing the limit was not always enough; inconclusive means no clear call, values can overlap the other calls;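 further: luminescence divided by OD600 gain over 9 h not by final OD600 alone; inactives centre near 13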
HSF1 inhib: HSF1 inhibition; activity change, negative = inhibition, % at 7.5 µM (by protocol); AID 2098; NIH3T3-HGL HSE-luciferase, MG132-induced, luminescence 8 h; hits give low values; 0.77% of 300,000 active;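 active means more than half of replicate wells show activity change below -50%, luminescence cut by over half; inconclusive means some wells, but at most half, below -50%; inactive means no replicate well below -50%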;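 further: luciferase reports HSF-1 transcriptional activity via heat shock element; 0% = median of DMSO wells and -100% = zero luminescence signal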
HSP90 refold inh: inhibitors of HSP90 luciferase refolding in rabbit reticulocyte lysate; AID 1789; 0.91% of 290,000 active; inhibition, % at 5.6 µM; luciferase refolding luminescence, 3 h;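 active means inhibition above the screen-wide mean plus 3 SD, computed separately per campaign, cut at about 16% in these data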;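 further: 0% = DMSO wells and 100% = 60 µM geldanamycin wells; inhibitors lower the luminescence because luciferase stays unfolded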
GSK3beta inhib: blocks human GSK3beta kinase activity | GST-GSK3beta kinase, ADP-Glo luminescence, 60 min; hits give low values | activity score (negative = inhibition), % at 10 µM | P49841 | 0.038% of 300,000 active;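 active means more than half of replicate wells score below -50%, meaning over 50% inhibition versus plate controls; inconclusive means some replicates but at most half score below -50%; inactive means no replicate scores below -50%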;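 further: 0% = median DMSO wells and -100% = median GW8510 positive control wells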
Target sequence (P49841 whole entry, looked up): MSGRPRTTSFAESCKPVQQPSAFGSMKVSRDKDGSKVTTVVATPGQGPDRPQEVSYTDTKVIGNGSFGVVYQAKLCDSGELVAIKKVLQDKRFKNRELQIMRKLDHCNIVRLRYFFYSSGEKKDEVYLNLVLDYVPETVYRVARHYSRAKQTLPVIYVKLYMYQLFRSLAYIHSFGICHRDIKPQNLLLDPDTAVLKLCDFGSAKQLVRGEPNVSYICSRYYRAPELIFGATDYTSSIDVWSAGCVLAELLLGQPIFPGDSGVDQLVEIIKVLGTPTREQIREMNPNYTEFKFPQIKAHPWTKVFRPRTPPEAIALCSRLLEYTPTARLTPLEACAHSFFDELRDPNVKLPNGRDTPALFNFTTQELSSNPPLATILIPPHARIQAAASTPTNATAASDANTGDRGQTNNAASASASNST
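Assay system: GST-fused GSK3beta enzyme, cell-free / Medium: Tris pH 7.5 buffer with MgCl2, DTT, BSA, heparin / Also added: peptide substrate plus 25 µM ATP (final) / Compound: 10 µM single point / Timing: kinase reaction with compound 60 min at room temperature / Detection: ADP-Glo luminescence / Benchmarks: DMSO neutral wells and GW8510 at 20 µM as positive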
An asterisk follows results filed as active; i = inactive; ? = inconclusive; nt = no result given. Only part of the results is shown; the hit share may differ from the screen's.

SMILES	Platelet DG rel	HDAC3 inhib	DYRK1A inh	GSK3A inh	PolyA inh	HSF1 activator	AI-2 QS modul	HSF1 inhib	HSP90 refold inh	GSK3beta inhib
Cc1ccc(C(=O)COC(=O)c2ccc3c(c2)C(=O)N(c2cccc4ncccc24)C3=O)cc1C	-7	3	12	12	i	-3	7	0	3	1
O=C1C2C3C=CC(CC3)C2C(=O)N1c1ccc(F)cc1 (stereo not given)	3	2	8	-2	i	0	10	1	3	-1
CC1CCC(C(C)C)C(OC(=O)COC(=O)c2ccc(N)cc2)C1 (stereo not given)	-1	nt	2	0	i	28	30	6	1	1
C=CCNCC(=O)N1N=C(c2ccc3ccccc3c2)CC1c1ccc(OC)cc1 (stereo not given)	-5	-2	-6	2	i	7	4	1	7	7
Cc1nnc(N2CCCC(C(=O)NCc3ccc(OC(C)C)cc3)C2)c2nn(-c3ccccc3)c(C)c12 (stereo not given)	-9	-7	2	3	i	3	29	0	-2	-2
Cc1c(Cl)cccc1NC(=O)NCc1ccncc1	-2	3	-2	nt	i	10	15	1	-2	11
Cc1ccc(NC(=O)COc2ccc(/C=N\NC(=O)c3cccnc3)cc2)cc1C	-2	0	7	nt	i	6	17	-1	-4	0
CCOc1ccc(NC(=O)/C(=C\c2ccc(OC(C)=O)c(OC)c2)NC(C)=O)cc1	0	-4	-5	-1	i	-9	2	-10	-3	0
CN1CCN(C(=O)CN(Cc2ccccc2)S(C)(=O)=O)CC1	9	-6	-3	-4	i	-15	24	3	-2	0
CCOC(=O)c1c(C)nc2sc3c(=O)n(-c4ccc(OC)cc4)nnc3c2c1-c1ccc(OC)cc1	?	5	-5	-4	i	0	9	-15	0	0
COc1ccc(CCNC(=O)COC(=O)C2CC2)cc1	12	2	nt	-3	i	-13	20	4	2	-3
O=C1CSC(c2c(F)cccc2Cl)N1c1cccc(F)c1 (stereo not given)	-31	-2	11	1	i	-4	12	1	-3	-1
O=[N+]([O-])c1ccc(/C=C/c2nc3ccc([N+](=O)[O-])cc3[nH]2)cc1	4	5	0	-2	i	-12	1	-1	-3	2
COc1ccccc1C(=O)NNC(=O)c1sccc1-n1cccc1	-4	3	-3	1	i	14	45	-1	0	-15
O=C(O)CSc1nc2sc3c(c2c(=O)n1Cc1ccccc1)CCCCC3	5	3	-4	-6	i	-51	0	-34	5	1
O=C(N/N=C/c1ccc([N+](=O)[O-])cc1)c1ccc(COc2ccccc2-c2ccccc2)cc1	2	0	2	4	i	-2	8	-3	9	3
CCOc1cc(CNCCO)cc(Br)c1OCc1ccccc1	3	11	4	2	i	39	16	1	1	-2
COC(=O)CN(c1cc(OC)ccc1OC)S(=O)(=O)c1ccc(OC)c(OC)c1	nt	-4	-3	-2	i	10	8	-3	3	1
COc1ccc(N2CCN(CCCNS(=O)(=O)c3c(C)noc3/C=C/N(C)C)CC2)cc1	2	17	nt	-1	i	0	10	4	3	-1
COCC(=O)N1CCN(c2ccc([N+](=O)[O-])cc2)CC1	4	3	6	0	i	-2	21	0	-5	1
O=C(O)COc1ccc(/C=N/n2c(COc3ccccc3)nc3ccccc3c2=O)cc1	5	4	41	-4	i	-1	16	-1	1	3
CCOc1cc(C2Nc3ccccc3C(=O)N2c2ccccc2)c(Br)cc1OCC(=O)O (stereo not given)	13	-6	-2	-2	i	0	19	-1	-2	3
Cc1ccc(-n2nc3c(c2NC(=O)c2ccc(OC(C)C)cc2)CS(=O)C3)cc1 (stereo not given)	7	0	-6	-2	i	-12	2	-9	-4	-10
CN(C(=O)c1ccc2c(c1)OCO2)C1(C(=O)NC2CCCC2)CCCCC1	nt	5	1	0	i	18	18	3	3	0
Cc1cc(=O)[nH]c(SC/C=C/c2ccccc2)n1	-4	5	-7	-3	i	25	27	5	0	-1
The list continues.
SMILES	Platelet DG rel	HDAC3 inhib	DYRK1A inh	GSK3A inh	PolyA inh	HSF1 activator	AI-2 QS modul	HSF1 inhib	HSP90 refold inh	GSK3beta inhib
CCOc1ccccc1N1CCN(CC(O)COC2CCCc3ccccc32)CC1 (stereo not given)	11	0	-5	0	i	30	nt	5	0	nt
CCOc1ncccc1C(=O)NCCc1ccc(OC)cc1	8	-1	6	-3	i	0	12	-3	6	-1
CSc1cccc(NS(=O)(=O)c2ccccc2)c1	2	1	14	0	i	2	0	-8	-6	-1
CCOC(=O)C1CCN(Cc2ccc(OC)c(OCc3ccccc3)c2)CC1	-2	-14	nt	-2	i	19	7	-3	-4	1
Cc1ccc2cc(C)c(SCC(=O)Nc3cc(C)on3)nc2c1	1	-2	7	-1	i	0	22	-1	1	-1
CCc1cc(C(=O)O)c(NC(=O)/C=C/c2ccc(OC)c(OC)c2)s1	4	3	-1	-2	i	-38	6	-18	-2	5
CN(C)C(=O)c1ccc2c(c1)C1C3CCC(C3)C1C(c1ccccc1)N2 (stereo not given)	-6	12	0	3	i	-4	35	-8	-1	0
CN1CCN(C(=O)c2ccc(-c3nn(C)c(=O)c4ccccc34)cc2)CC1	4	-2	3	nt	i	-10	17	-5	-1	-7
Clc1cc(Cl)c2nc(N3CCOCC3)sc2c1	3	1	-1	0	i	34	33	20	1	-1
Cc1cc(C)cc(-n2ncc3c2CCCC3NC(=O)C2CCC2)c1 (stereo not given)	11	-3	-3	-3	i	5	30	0	-3	1
Cc1ccc(Oc2ccc(C(=O)NC3CCSC3=O)cn2)cc1 (stereo not given)	-6	19	0	-2	i	-10	16	2	-2	0
CCOc1ccc(C(=O)N(CN2CCCC2=O)c2ccc(C)cc2)cc1	-2	4	nt	0	i	5	21	-4	-2	3
O=C(CN(Cc1ccccc1Cl)C(=O)Cn1nnc(-c2cccs2)n1)NCC1CCCO1 (stereo not given)	-7	-1	2	-3	i	-12	9	-2	5	1
CCOC(=O)CN(C(=O)CSc1nnc(-c2ccc(OC)c(OC)c2)o1)c1ccc(F)cc1	-1	8	-2	-3	i	1	16	-5	3	5
Cc1ccc(S(=O)(=O)CCC(=O)O)cc1C	1	-1	-6	-1	i	2	39	-7	4	0
O=C(CN1CCC(n2nnc3cc(C(F)(F)F)ccc32)CC1)Nc1ccc2c(c1)CCC2	-3	17	4	-2	i	14	25	1	-2	2
CC(=O)N(Cc1ccc(Br)cc1)c1cccc(C)c1C	1	6	-2	-1	i	20	4	8	2	0
c1ccc(NNC2=NCCS2)cc1	3	0	-2	-3	i	-7	8	-6	19*	-1
COc1ccc(S(=O)(=O)N/N=C(/C)c2ccncc2)cc1	8	-2	4	0	i	-7	9	-2	4	2
COc1ccc(S(=O)(=O)Nc2ccc3c(c2)OCO3)cc1Cl	1	15	8	0	i	-6	11	-5	0	7
CCOC(=O)c1sc(NC(=O)c2cccs2)cc1C	33	-20	0	1	i	?	20	18	-4	0
Cc1ccc(C(=O)N/C(=C\c2ccc(-c3cccc([N+](=O)[O-])c3)o2)C(=O)NC(C)(C)C)cc1	7	-3	5	-2	i	0	39	3	-6	2
Cc1ccccc1NC(=O)CN1CCN(C(=O)c2ccco2)CC1	-17	-5	-2	-1	i	-10	-8	3	3	2
COc1cc2c(C(=O)N(C)c3cc(Cl)ccc3OC)cn(C)c(=O)c2cc1OC	6	?	-4	-2	i	-2	7	-6	-1	3
Cc1ncoc1C(=O)N1CCCC(C(=O)c2ccc(-c3ccccc3)cc2)C1 (stereo not given)	1	-6	0	0	i	16	8	1	-2	1
(further entries)
SMILES	Platelet DG rel	HDAC3 inhib	DYRK1A inh	GSK3A inh	PolyA inh	HSF1 activator	AI-2 QS modul	HSF1 inhib	HSP90 refold inh	GSK3beta inhib
O=C(Cc1ccc2cccnc2c1)c1ccc(O)cc1O	-2	nt	26	-3	i	nt	9	nt	-3	-1
Cc1ccccc1NC(=O)CCN1C(=O)CSC1=O	-3	3	-2	-2	i	3	3	3	-1	-24
Cc1nnc(SCc2cn3ccsc3n2)n(N)c1=O	6	5	-4	3	i	-3	8	-5	-1	2
Cc1ccccc1-n1ncc2c(SCC(=O)N3c4ccccc4CC3C)ncnc21 (stereo not given)	-2	-7	4	-6	i	-1	5	0	2	1
Cc1cnc(C(=O)OCC(=O)NCCCc2ccccc2)cn1	0	-1	6	10	i	-2	5	-7	4	1
CCc1nn(CCCC(=O)NCc2ccco2)c(=O)c2cc3occc3n12	-4	3	15	0	i	-5	4	2	2	1
O=C(Nc1nnc(CCS(=O)(=O)c2ccc3ccccc3c2)s1)c1cccs1	1	nt	-7	nt	i	-8	1	-7	0	1
CCCNC(=O)[C@H](Cc1c[nH]c2ccccc12)NC(=O)c1ccccc1Cl	-37	3	-8	-1	i	4	1	11	-1	-1
CC1CCN(Cc2c(C(=O)N/N=C/c3cccc(C(F)(F)F)c3)nnn2-c2nonc2N)CC1	7	5	-5	-1	i	13	12	-2	7	-1
COc1ccc(F)cc1C(=O)C1CCCN(C(=O)c2ccc(C(C)=O)s2)C1 (stereo not given)	1	nt	-2	nt	i	12	23	5	0	3
CCC(C(=O)Nc1cc(C)on1)c1ccccc1 (stereo not given)	2	-4	0	-2	i	4	4	-1	-1	-3
CCc1c(C)nc2ncnn2c1N1CCC(C(=O)NCc2cccc(OC)c2)CC1	4	nt	-3	nt	i	-7	15	4	1	2
O=C(Cc1ccc(S(=O)(=O)N2CCCCC2)s1)Nc1ccc(F)cc1F	-14	nt	3	nt	i	-2	19	-1	2	-6
N#CCCCn1c(=O)oc2ccccc21	2	-2	-47	-3	i	4	20	-5	-2	-4
CC(C)OC(=O)Cn1nnc(-c2ccccc2)n1	0	-3	4	0	i	19	27	1	7	2
COc1ccc2nc3oc(C(=O)Nc4ccc(OC)c(OC)c4)cc3cc2c1	-1	-2	7	2	i	-1	10	1	5	2
Cc1ccccc1NC(=O)/C=C/c1cccs1	36	6	nt	-6	i	23	16	14	-1	0
Cc1ccccc1NC(=O)NCCCN1CCCC1=O	13	1	1	-2	i	-5	18	1	2	3
COc1ccc(C(=O)/C=C/c2ccc(OC)c(O)c2)c(F)c1	3	8	3	-1	i	5	-21	4	1	2
CCn1c(SCC(=O)NNC(=O)Cc2ccccc2)nnc1-c1ccccc1	-1	22	-6	-1	i	-4	29	0	2	-2
Cc1ccc(NC(=O)CCCc2nc3ccccc3s2)c(O)c1	10	-7	nt	-4	i	-7	30	4	-3	-4
O=C(O)c1ccc(CN2C(=O)c3cccc4c([N+](=O)[O-])ccc(c34)C2=O)cc1	5	nt	-1	nt	i	-82	10	-83*	4	2
COc1ccc(OC)c(NC(=O)CN(C)CCOc2ccc(Br)cc2)c1	-9	8	3	-2	i	5	nt	4	-3	nt

Entries of single compounds, quoted from the list. Order of screens: Platelet DG rel	HDAC3 inhib	DYRK1A inh	GSK3A inh	PolyA inh	HSF1 activator	AI-2 QS modul	HSF1 inhib	HSP90 refold inh	GSK3beta inhib
Cc1ccc(Oc2ccc(C(=O)NC3CCSC3=O)cn2)cc1 (stereo not given) is listed as -6	19	0	-2	i	-10	16	2	-2	0
Cc1ccc(NC(=O)CCCc2nc3ccccc3s2)c(O)c1 is listed as 10	-7	nt	-4	i	-7	30	4	-3	-4

Screening results from PubChem BioAssay.
